# Screening data as filed in PubChem.
# ALDH1A1 inh: ALDH1A1 (human) enzyme inhibition | P00352 | Purified ALDH1A1, NADH fluorescence, propionaldehyde substrate | Potency, µM (doses to about 75.3 µM), without a hit: at the highest dose activity, negative = inhibition, usual class: inhibitors | 7.3% of 220,000 active | AID 1030; active = well fitted inhibition curve with a large enough effect, not every such curve was filed as active; inconclusive = small, poorly fitted or top-dose-only effect, or another doubt; inactive = no such curve, though single readings can be large or run the other way;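 note: plate controls were no enzyme wells and a reference inhibitor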
# GAA glycogen mod: alters human alpha-glucosidase cleavage of glycogen; recombinant GAA, glycogen substrate, Amplex Red glucose oxidase fluorescence; Potency, µM (titrated, usually from 76.4 µM), for inactives: at the top dose activity change, negative = inhibition, usual class: inhibitors; 0.38% of 300,000 active; AID 2100;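 note: 0% = full enzyme reaction and -100% = no-enzyme basal signal; the screen sought inhibitors and activators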
#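 Natural-substrate format: glycogen cleavage by 4 nM human enzyme, glucose read by Amplex Red coupling (Ex 573, Em 610 nm). Normalized to enzyme and no-enzyme controls.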
# GLA spleen mod: inhibitors or activators of human alpha-galactosidase in spleen homogenate. P06280. human spleen homogenate, 4MU-alpha-Gal fluorescence, 40 min. Potency, µM (doses to about 80 µM), for inactives: top-dose activity change, negative = inhibition, hits mostly inhibitors. 0.008% of 240,000 active. AID 2107;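 note: 0% = enzyme with vehicle and -100% = no enzyme basal signal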
# Target sequence (P06280 32-429 limits assumed): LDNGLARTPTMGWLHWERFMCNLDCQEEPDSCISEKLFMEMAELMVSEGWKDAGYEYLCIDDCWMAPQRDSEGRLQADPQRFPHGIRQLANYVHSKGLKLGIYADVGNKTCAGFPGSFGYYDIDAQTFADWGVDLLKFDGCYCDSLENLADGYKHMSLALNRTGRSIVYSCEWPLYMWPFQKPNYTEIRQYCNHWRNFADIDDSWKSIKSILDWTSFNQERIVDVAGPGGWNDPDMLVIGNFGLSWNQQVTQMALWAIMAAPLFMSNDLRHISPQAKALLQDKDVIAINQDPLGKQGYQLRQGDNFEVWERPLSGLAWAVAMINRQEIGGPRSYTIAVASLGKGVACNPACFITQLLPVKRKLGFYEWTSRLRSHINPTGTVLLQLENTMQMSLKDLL
#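 qHTS titration in buffer at pH 5.0. Alpha-galactosidase activity in spleen homogenate was measured via 4-methylumbelliferone release from 1 mM fluorogenic substrate after 40 min at 37C and a pH 10 stop. AC50 came from Hill fits of control-normalized data.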
# GAA inhib: blocks human lysosomal alpha-glucosidase; purified human GAA, 4-MU-alpha-glucoside fluorescence; Potency, µM (top dose mostly 76.9 µM), for the others: at the top dose activity change, negative = inhibition, most hits filed as inhibitors; 0.005% of 200,000 active; AID 1466;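 note: plate controls were uninhibited enzyme wells for no effect and no-enzyme background for full effect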
#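 Endpoint fluorogenic read: 20 min room-temperature reaction of 4 nM human alpha-glucosidase with 400 uM 4-methylumbelliferyl-alpha-D-pyranoside, pH 5.0, quenched with 1M NaOH/1M glycine pH 10. AC50 from Hill modeling.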
# GoLoco inh red: blocks human Gai1 binding to RGS12 GoLoco peptide, red readout; AID 880; Gai1:RGS12 GoLoco peptide FP, rhodamine, 10 min; 0.44% of 230,000 active; Potency, µM (series often up to 61.6 µM), for inactives: at the top dose activity, negative = inhibition, usual class: inhibitors; active = well fitted inhibition curve with a large enough effect, not every such curve was filed as active; inactive = no such curve, though single readings can be large or run the other way; note: % is set by controls: 0 for no effect and ±100 for the full control effect; nearly all actives have a fitted effect of over 30% in size; many of its hits are not listed in these tables
# Target sequence (P63096 whole entry, looked up): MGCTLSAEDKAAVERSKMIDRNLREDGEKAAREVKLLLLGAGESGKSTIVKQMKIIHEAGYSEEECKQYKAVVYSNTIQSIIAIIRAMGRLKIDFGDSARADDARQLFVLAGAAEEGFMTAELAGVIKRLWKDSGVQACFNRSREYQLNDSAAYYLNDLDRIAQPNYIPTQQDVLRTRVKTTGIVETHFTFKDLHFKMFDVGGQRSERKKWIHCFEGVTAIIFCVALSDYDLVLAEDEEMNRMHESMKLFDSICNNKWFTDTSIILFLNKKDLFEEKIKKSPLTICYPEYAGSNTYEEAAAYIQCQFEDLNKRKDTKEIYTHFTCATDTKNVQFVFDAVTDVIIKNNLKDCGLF
# SMN2 splice enh: SMN2 splice variant enhancement; HEK293 SMN2-luciferase splicing reporter, luminescence, 30-36 h; Potency, µM (highest dose often 46.1 µM), for inactives: top-dose activity change, positive = activation, hits mostly activators; 2.8% of 210,000 active; AID 1458; note: % of control where 0% means no effect; nearly all actives have a fitted effect of over 55% in size
#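 HEK293 cells carry an SMN2 […]–luciferase reporter in which exon 7 inclusion puts luciferase in frame. Cells were plated 10-12 h before compound addition, then incubated 30-36 h at 37C. ONE-Glo luminescence was read; sodium butyrate at 4.5 mM final served as control.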
# GAA spleen mod: lysosomal alpha-glucosidase (human) modulation; P10253; human spleen homogenate, 4-MU-alpha-glucoside fluorescence; Potency, µM (titrated, usually from 79.9 µM), inactives show at the top dose activity change, negative = inhibition, hits mostly inhibitors; 0.006% of 240,000 active; AID 2112;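 note: 0% = enzyme with vehicle and -100% = no enzyme basal signal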
#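 Compounds were titrated against alpha-glucosidase in spleen homogenate at pH 5.0, with 1 mM 4-methylumbelliferyl substrate for 40 min at 37 C. Reactions were quenched with pH 10 NaOH/glycine and fluorescence measured.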
# KDM4E inh: inhibitors of human JMJD2E histone demethylase | B2RXH2 | JMJD2E catalytic domain, FDH-coupled NADH fluorescence (FDH is formaldehyde dehydrogenase) | Potency, µM (doses to about 57.1 µM), for the others: at the highest dose activity change, negative = inhibition, most hits filed as inhibitors | 1.6% of 230,000 active | AID 2147; active = well fitted inhibition curve with a large enough effect, not every such curve was filed as active; inconclusive = small, poorly fitted or top-dose-only effect, or another doubt; inactive = no such curve, though single readings can be large or run the other way;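 note: 0% = wells with enzyme and -100% = buffer wells without enzyme; nearly all actives have a fitted effect of over 50% in size; many of its hits are not listed in these tables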
# Target sequence (B2RXH2 1-337 limits assumed): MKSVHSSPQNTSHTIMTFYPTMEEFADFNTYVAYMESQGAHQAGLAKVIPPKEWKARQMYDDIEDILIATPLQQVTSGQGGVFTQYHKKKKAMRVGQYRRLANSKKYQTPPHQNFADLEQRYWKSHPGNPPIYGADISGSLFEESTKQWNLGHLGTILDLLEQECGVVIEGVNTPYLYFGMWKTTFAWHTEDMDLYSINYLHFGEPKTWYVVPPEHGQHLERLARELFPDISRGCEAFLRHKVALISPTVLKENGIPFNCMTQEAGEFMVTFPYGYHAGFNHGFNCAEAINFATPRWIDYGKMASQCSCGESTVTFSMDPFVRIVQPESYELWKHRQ
# The depositor's hits bear a star; u = inconclusive; x = no result given; [ ] = dose if it differs, or a comment. Unless noted, calls come from the whole dose curve; as a rule, active = well fitted curve in the direction sought with a large enough effect; inconclusive = small, poorly fitted or top-dose-only effect, or another doubt; inactive = no such curve, though single readings can be large; an effect the other way counts as inactive or inconclusive. Potency is the fitted concentration of half-maximal effect.
SMILES,ALDH1A1 inh,GAA glycogen mod,GLA spleen mod,GAA inhib,GoLoco inh red,SMN2 splice enh,GAA spleen mod,KDM4E inh
COc1ccccc1CNc1cc(-c2ccccc2OC)ncn1,u,x,14%,x,-10%,x,16%,x
CCc1cccc(NC(=O)Cn2cccc2)c1,7%,-1%,-8%,-4%,10%,-1%,1%,1%
Cc1cc(C(C)C)n2c(nc3ccccc32)c1C#N,12%,3%,3%,4%,14%,5%,-2%,u
CC(=O)Nc1cccc(C(=O)OCc2ccc([N+](=O)[O-])cc2)c1,-7%,4%,2%,6%,10%,4%,1%,-5%
Fc1ccccc1-c1nc(-c2ccccc2)oc1NC1CCCCC1,-15%,x,-4%,x,1%,19%,-11%,-2%
O=[N+]([O-])c1cc(S(=O)(=O)N2CCCC2)ccc1N/N=C1/CCCc2ccccc21,8%,9%,-6%,0%,30%,-1%,0%,14%
CCOC(=O)CC1C(=O)NCCN1c1nc2ccc(C)cn2c(=O)c1/C=C1\SC(=S)N(CC(C)C)C1=O (stereo unspecified),x,-6%,0%,x,168%[activator],x,-1%,-5%
COC(=O)C1Sc2[nH]c(=O)sc2C2c3ccccc3OC(=O)C12 (stereo unspecified),u,u,-4%,-1%,-11%,3%,-6%,2%
CC1=CC(=O)C(C(C)C)=C/C1=N\OC(=O)c1cccc2nc(C)oc12,u,-5%,11%,4%,-2%,-1%,-9%,u
CCN1CCN(C(=O)c2nn(-c3ccccc3)c(=O)c3ccccc23)CC1,u,4%,0%,1%,-1%,x,3%,0%
O=c1c(-c2cccc3ccccc23)[n+]([O-])c2ccccc2n1O,-2%,8%,9%,13%,9%,6%,0%,u
COc1ccc(/C=N/NC(=O)c2cc(O)c(O)c(O)c2)cc1Cn1cc([N+](=O)[O-])cn1,u,u,-5%,-14%,9%,-30%[inhibitor],-7%,2.2µM*
COc1ccccc1-c1nc(S(=O)(=O)c2ccc(Cl)cc2)c(N(C)C)o1,24µM*,-3%,-4%,3%,-21%,6%,0%,-24%
Cc1cc(-c2n[nH]c(=S)n2Cc2ccco2)nn1C,-12%,-5%,2%,-5%,2%,-7%,-4%,9%
O=C(COC(=O)c1ccccc1Oc1ccccc1)NC1CCS(=O)(=O)C1 (stereo unspecified),-12%,5%,-4%,7%,-6%,7%,0%,0%

# One compound at a time, from the list above. Order of values: ALDH1A1 inh	GAA glycogen mod	GLA spleen mod	GAA inhib	GoLoco inh red	SMN2 splice enh	GAA spleen mod	KDM4E inh
# COc1ccccc1-c1nc(S(=O)(=O)c2ccc(Cl)cc2)c(N(C)C)o1 in the list: 24µM*	-3%	-4%	3%	-21%	6%	0%	-24%
# CCOC(=O)CC1C(=O)NCCN1c1nc2ccc(C)cn2c(=O)c1/C=C1\SC(=S)N(CC(C)C)C1=O (stereo unspecified) in the list: x	-6%	0%	x	168%[activator]	x	-1%	-5%

# The list goes on.
SMILES,ALDH1A1 inh,GAA glycogen mod,GLA spleen mod,GAA inhib,GoLoco inh red,SMN2 splice enh,GAA spleen mod,KDM4E inh
Cc1cc(C)cc(N(C(=O)C2CCCC2)C2C=CS(=O)(=O)C2)c1 (stereo unspecified),11%,4%,0%,-30%,7%,3%,-7%,3%
Cc1ccc(C)c(S(=O)(=O)Nc2cc(SCC(=O)O)c(O)c3ccccc23)c1,25µM*,-9%,2%,0%,0%,-106%[inhibitor],-3%,12%
CCCCCCSc1nnc(N)s1,4%,-7%,2%,5%,1%,x,0%,0%
O=C(CN(C1CCCCC1)S(=O)(=O)c1ccccc1)N1CCCC1,4%,0%,-1%,u,2%,-2%,-10%,7%
CCOc1nc(-c2ccccc2O)nc2ccccc12,2%,2%,3%,0%,8%,-24%,4%,0%
CCCn1c(SCC(=O)NC)nnc1C(C)C,9%,-2%,8%,5%,-7%,u,1%,1%
CN1CCN(S(=O)(=O)c2ccc(NC(=S)NC(=O)C3CCCC3)cc2)CC1,-13%,-1%,6%,-7%,4%,x,-4%,-17%
Cc1cccc(Nc2nc(N)nc(CN3CCN(C)CC3)n2)c1,4%,2%,6%,12%,-6%,9%,1%,5%
NC1CCN(c2c(F)cc3c(=O)c(C(=O)O)cn(C4CC4)c3c2Cl)C1 (stereo unspecified),19%,1%,-3%,-11%,8%,x,-1%,-1%
CCOc1cc2[nH]c(=O)n(CCC(=O)NCCc3ccccc3)c(=O)c2cc1OCC,-2%,2%,2%,-18%,-6%,-4%,-5%,-25%
N#Cc1c(N)n(CCNC(=O)c2cccs2)c2nc3ccccc3nc12,u,3%,u,u,6%,-4%,11%,u
CO/N=C/c1ccc(N2CCCC2)c([N+](=O)[O-])c1,u,1%,-9%,6%,-2%,-28%,-4%,-1%
O=C(Nc1ccccc1Cl)OCc1cncs1,-1%,14%,-6%,11%,11%,14%,-1%,-5%
Cc1ccc(S(=O)(=O)N(C)c2ccc(OCC(=O)OCc3c(C)noc3C)cc2)cc1,-8%,-5%,-8%,-3%,-8%,-7%,-11%,-1%
CC(C)(C)OC(=O)N[C@@H](Cc1c[nH]c2ccccc12)c1nnc(SCC(N)=O)o1,-4%,9%,-1%,u,7%,-17%,-3%,-2%
COc1cc([C@@H]2c3cc4c(cc3[C@@H](O)[C@H]3COC(=O)[C@H]23)OCO4)cc(OC)c1O[Si](C)(C)C(C)(C)C,x,-25%,8%,x,0%,x,18%,-10%
Cc1ccc(-n2nc3c(c2NC(=O)c2cccs2)CSC3)cc1,u,-1%,5%,5%,2%,-19%,6%,2%
COc1ccc(/C=N/NC(=O)c2ccoc2C)cc1O,5%,u,-5%,2%,2%,u,-16%,-8%
CC(C)CC(=O)Nc1ccc(C(=O)Nc2cccc(O)c2)cc1,-2%,-14%,5%,-1%,5%,x,2%,6%
CCNc1ncc2ncc(=O)n(CCOC)c2n1,u,x,u,x,-13%,x,19%,x
CC1CCN(S(=O)(=O)c2ccc(N=NC3=C(O)CC(C)(C)CC3=O)cc2)CC1,u,0%,4%,-12%,6%,1%,3%,-4%
CC(=O)Nc1ccc(NC(=O)c2ccc(COc3ccc4c(C)cc(=O)oc4c3)cc2)cc1,u,14%,6%,u,14%,-17%,2%,u
CC(C)(Oc1cccc2ccccc12)C(=O)O,u,0%,-6%,8%,-9%,-3%,-2%,u
O=S(=O)(c1ccccc1)c1cnn2c(C(F)(F)F)cc(-c3ccc(F)cc3)nc12,u,-1%,0%,u,6%,4%,-7%,u
Cc1cc(OCC(=O)NC2CCCCC2)ccc1Cl,-13%,3%,4%,-9%,2%,21%,1%,-9%
Cc1cc(C)c2c(-c3ccc(-c4ccc(C(F)(F)F)cc4)cc3)cc(=O)oc2c1,-6%,x,-5%,x,-10%,x,0%,x
COc1cc(OC)c(S(=O)(=O)Nc2ccc(C)cn2)cc1NC(C)=O,15%,-1%,-4%,3%,-1%,3%,-22%,-5%
CCOC(=O)C1=C(C)N(CCCC(=O)O)C(=O)NC1c1ccc([N+](=O)[O-])cc1 (stereo unspecified),0%,-1%,-20%,0%[15.4 µM],-2%,-34%[inhibitor],5%,-14%
CCn1c2ccccc2c2cc(/C=N/NC(=O)c3ccc(O)cc3)ccc21,u,13%,-10%,-7%,-6%,-66%[inhibitor],-9%,-1%
CCN(CC)CC(C(=O)N(CC)CC)P(=O)(c1ccccc1)c1ccccc1 (stereo unspecified),-6%,5%,-7%,u,2%,0%,-5%,0%
O=C(NCCOc1ccc2ccccc2c1)c1cncc(Br)c1,x,1%,9%,x,7%,x,2%,-17%
O=S(=O)(c1ccc(Br)cc1)n1ccc2ccccc21,-7%,-6%,-6%,-6%,4%,-11%,-11%,1%
NC(=O)c1c(NC(=O)Cn2cnc([N+](=O)[O-])n2)sc2c1CCCC2,x,3%,1%,x,2%,x,1%,-3%
Cc1nnc2sc(SCC(=O)Nc3ccc(Cl)cc3)nn2c1=O,-3%,3%,-4%,-2%,-3%,28%,-3%,0%
CC(C)CCNC(=O)COc1ccc(C(=O)c2ccccc2)cc1,-7%,-4%,-4%,5%,11%,-33%[inhibitor],-1%,7%
CCOC(=O)C(=O)N(Nc1ccccc1C)c1ccccc1C,u,1%,6%,2%,11%,x,2%,u
O=C(C[n+]1ccc(/C=C/c2ccccc2)cc1)c1ccc2c(c1)OCCO2,x,3%,-4%,x,9%,x,-10%,u
CSc1ccccc1NC(=O)c1ccc(C)o1,u,0%,7%,-8%,6%,-16%,8%,6%
CC(=O)N/C(=C/c1ccc(OS(=O)(=O)c2ccc(C)cc2)cc1)C(=O)NCCO,-9%,-1%,12%,6%,7%,u,12%,4%
CC(C)[C@H]1C=C(C(=O)O)O[C@@H](OCc2ccc(CO)cc2)C1,x,-7%,9%,x,2%,x,-4%,-9%
CCCCc1nc(Cl)c(C#N)c2c1CCC2,x,5%,-11%,x,2%,x,2%,1%
O=[N+]([O-])c1ccc(NCCCNS(=O)(=O)c2ccccc2)cc1,18µM*,-7%,2%,-8%,13%,-19%,5%,-17%
COc1ccc(NC(=S)N2CCCN(Cc3cc(C)ccc3C)C2)cc1,-11%,0%,-6%,u,1%,3%,x,18%
CC(C)CCSc1nc(N)c(C#N)cc1C#N,u,1%,5%,-12%,14%,11%,-14%,u
COc1ccccc1C(=O)NCCn1cc(SCC(=O)NCc2ccco2)c2ccccc21,u,-1%,2%,-7%,-2%,-32%[inhibitor],10%,4%
O=C(NCCCN1CCCC1=O)c1ccc(OC(F)(F)F)cc1,13%,-21%,-6%,-3%,1%,9%,0%,5%
C=CCn1c(=O)c(C(=O)Nc2ccccc2OC)c(O)c2ccccc21,3%,-3%,10%,-4%,3%,6%,-1%,7%
COCCCn1cnc2c(c1=O)c1nc3ccccc3nc1n2CCc1ccccc1,9%,2%,3%,-5%,x,x,2%,1%
O=C(c1cc(COc2ccc(F)cc2Cl)on1)N1CCCC(OCc2cccnc2)C1 (stereo unspecified),2%,-6%,3%,-1%,5%,x,-3%,3%
COc1nc(C#N)nc(N(C)C)n1,3%,4%,2%,1%,5%,3%,-2%,-1%
Cc1onc(-c2ccccc2Cl)c1C(=O)Nc1ccccc1N1CCOCC1,u,19%,4%,-5%,24%,-12%,-5%,-6%
CN(CCN1CCOCC1)Cc1nc(-c2ccc(Cl)cc2)no1,x,7%,-20%,x,4%,x,5%,6%

# Only part of the results is shown; the hit share may differ from the screen's.
